E-sel TNF inh – E-selectin induction blockers in HUVEC – imaging, immunofluorescence, high content, primary screen; inhibition, % at 2 µM; 120,000 compounds, 0.71% hits; HUVEC TNFa-induced E-selectin immunofluorescence;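 active = inhibition above the batch mean plus 3 SD, and confirmed as a hit on visual image review, cut at about 43% in these data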;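 also: 0% = TNF-stimulated DMSO wells and 100% = unstimulated control wells; not every result past the cut was called active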
GALR2 antag – GALR2 antagonists in receptor-expressing cells, primary screen | AID 828, 2007 | inhibition, % at 4 µM | 140,000 compounds, 0.39% hits | antagonist mode | Galanin receptor type 2 (Homo sapiens), O43603; in the data active = inhibition above about 27%;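 also: cells stimulated with galanin 1-16 at roughly its EC80; 0% = agonist challenge control and 100% = basal control without agonist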
Target sequence (O43603 whole entry, looked up): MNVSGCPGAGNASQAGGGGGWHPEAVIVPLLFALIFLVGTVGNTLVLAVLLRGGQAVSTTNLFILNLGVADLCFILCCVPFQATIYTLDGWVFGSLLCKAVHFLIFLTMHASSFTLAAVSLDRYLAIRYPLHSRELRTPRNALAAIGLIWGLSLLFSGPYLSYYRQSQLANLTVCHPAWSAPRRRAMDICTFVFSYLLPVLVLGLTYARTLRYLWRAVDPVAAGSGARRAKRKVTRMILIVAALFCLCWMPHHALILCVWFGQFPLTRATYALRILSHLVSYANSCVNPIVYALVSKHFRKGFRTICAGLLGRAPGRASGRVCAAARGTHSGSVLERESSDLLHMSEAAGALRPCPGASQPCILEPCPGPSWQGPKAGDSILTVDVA
Phagocytosis inh – inhibitors of macrophage phagocytosis, primary screen, imaging, J774A.1 cells, IgG beads | 110,000 compounds, 0.07% hits | inhibition, % at 5 µM | J774A.1 macrophage IgG-bead phagocytosis;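 active = inhibition above the mean of the plate negative controls plus 5 SD, cut at about 13% in these data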;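 also: phagocytic index as fraction of beads internalized from green versus red external bead signal; plate controls were DMSO negative control for no effect and cytochalasin-D positive control for full effect; some results beyond the cut were filed as inactive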
NPY-Y2 antag – NPY-Y2 receptor antagonists, primary screen, cell-based; Neuropeptide Y receptor type 2 (Homo sapiens), P49146; AID 793, 2007; 140,000 compounds, 0.99% hits; inhibition, % at 2.7 µM; NPY-Y2 expressing cells, antagonist mode; in the data active = inhibition above about 17%;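 also: 0% = vehicle with agonist challenge and 100% = reference antagonist with challenge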
Target sequence (P49146 whole entry, looked up): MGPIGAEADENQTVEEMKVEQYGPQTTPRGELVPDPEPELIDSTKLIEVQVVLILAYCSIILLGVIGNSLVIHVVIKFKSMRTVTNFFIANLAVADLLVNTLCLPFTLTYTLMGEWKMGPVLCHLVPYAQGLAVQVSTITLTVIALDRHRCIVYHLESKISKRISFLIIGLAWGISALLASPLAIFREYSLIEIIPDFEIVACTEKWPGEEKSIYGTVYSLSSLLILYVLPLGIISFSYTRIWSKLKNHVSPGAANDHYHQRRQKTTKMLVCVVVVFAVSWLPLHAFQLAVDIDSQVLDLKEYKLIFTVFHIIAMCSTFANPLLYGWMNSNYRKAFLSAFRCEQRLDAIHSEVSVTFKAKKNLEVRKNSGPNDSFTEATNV
An asterisk follows results filed as active; / = not tested or not shown. The list is partial; rates above refer to the full screens.

Letters: A = E-sel TNF inh; B = GALR2 antag; C = Phagocytosis inh; D = NPY-Y2 antag
CN1C(=O)N(C)C(=O)C2(Cc3c(nc4ccccn4c3=O)N3CCC(Cc4ccccc4)CC32)C1=O (stereo not given)
  A: /	B: /	C: 0	D: /

Cn1c(O)c(C=Nc2ccc3c(c2)CCC3)c(=O)n(C)c1=O
  A: /	B: /	C: 0	D: /

Cc1cc(OCC(=O)Nc2cc(C)nn2-c2ccccn2)c2c3c(c(=O)oc2c1)CCC3
  A: /	B: /	C: -1	D: /

Cc1ccc2c(c1)C1CN(C)CCC1N2C(=O)Cn1cnc2c1c(=O)n(C)c(=O)n2C (stereo not given)
  A: /	B: /	C: 1	D: /

CC(=O)Nc1ccc(OCCF)cc1
  A: 100*	B: /	C: /	D: /

CCCOC(=O)C1C2c3ccccc3C(c3ccccc32)C1C(=O)O (stereo not given)
  A: -26	B: /	C: /	D: /

CCN(CC)P(=O)(c1nccn1C)N(CC)CC
  A: -13	B: /	C: /	D: /

O=C1CCN(C(=O)C(Cl)Cl)N1
  A: -17	B: /	C: /	D: /

S=C=Nc1ccccn1
  A: 3	B: /	C: /	D: /

CCN1CCN(c2ccc([N+](=O)[O-])cc2C#N)CC1
  A: -25	B: /	C: /	D: /

Remaining list, next part:
Letters: A = E-sel TNF inh; B = GALR2 antag; C = Phagocytosis inh; D = NPY-Y2 antag
CN1C(=O)C(=Cc2ccc(N3CCOCC3)o2)C(=O)N(C)C1=S
  A: 2	B: /	C: /	D: /

Cc1cc(C)nc(N2Cc3ccccc3C2=N)n1
  A: -6	B: /	C: /	D: /

CC(=O)N1CCN(CC(=O)Nc2ccc(C#N)c(Cl)c2)CC1
  A: 25	B: /	C: /	D: /

CCOC(=O)COc1ccc2c(c1)c(C(C)=O)c(C)n2Cc1ccccc1
  A: -1	B: /	C: /	D: /

Cc1cccc(-n2c(O)c(C=Nc3ccc(Br)cn3)c(=O)[nH]c2=O)c1
  A: 20	B: /	C: /	D: /

CCP(=S)(CC)c1ccc(N(C)C)cc1
  A: -2	B: /	C: /	D: /

Cc1cc(N2CCOCC2)ccc1/C=C1\C(=O)NC(=O)N(c2ccccc2)C1=O
  A: -21	B: /	C: /	D: /

O=C1NC(=O)C2=Cc3ccc(O)cc3OC2(O)N1 (stereo not given)
  A: -2	B: /	C: /	D: /

Cc1ccccc1CN1CCN(C(=O)Cc2ccccc2)CC1
  A: -7	B: /	C: /	D: /

COc1ccc(C(=O)c2nc3ccccc3n2C(C)C)cc1
  A: -26	B: /	C: /	D: /

(continued)
Letters: A = E-sel TNF inh; B = GALR2 antag; C = Phagocytosis inh; D = NPY-Y2 antag
CCOC(=O)CSCCOc1ccc(C=C2C(=O)NC(=O)NC2=O)cc1OC
  A: 12	B: /	C: /	D: /

O=C(CSC1c2ccccc2-c2ccccc21)N/N=C/c1ccc(C(=O)O)cc1
  A: -1	B: /	C: /	D: /

NS(=O)(=O)c1ccc(N2CCNCC2)cc1
  A: -30	B: /	C: /	D: /

CCOc1ccc(N2C(=O)/C(=C\c3cccs3)C(=O)NC2=S)cc1
  A: -21	B: /	C: /	D: /

CCC(=O)c1ccc(OC)c(OC)c1
  A: 1	B: /	C: /	D: /

Cc1ncc(CN2CCCC(C(=O)c3cccc(OC(C)C)c3)C2)s1 (stereo not given)
  A: -2	B: /	C: /	D: /

Cc1ccc(S(=O)(=O)CC(=O)c2cc(C)c(OC(=O)N(C)C)c(C)c2)cc1
  A: -16	B: /	C: /	D: /

O=c1c2ccccc2nc(Cc2ccccc2)n1-c1ccc(O)cc1
  A: -26	B: /	C: /	D: /

O=C1Nc2ccccc2Sc2ccccc21
  A: -32	B: /	C: /	D: /

CCOC(=O)c1c(/N=C/C2C(=O)NC(=S)NC2=O)sc2c1CCC2
  A: 6	B: /	C: /	D: /

17 of the compounds above, with values under each structure.
Each structure is followed by: E-sel TNF inh	GALR2 antag	Phagocytosis inh	NPY-Y2 antag
- CN1C(=O)C(=Cc2ccc(N3CCOCC3)o2)C(=O)N(C)C1=S
    2	/	/	/
- Cc1cc(C)nc(N2Cc3ccccc3C2=N)n1
    -6	/	/	/
- CC(=O)N1CCN(CC(=O)Nc2ccc(C#N)c(Cl)c2)CC1
    25	/	/	/
- CCOC(=O)COc1ccc2c(c1)c(C(C)=O)c(C)n2Cc1ccccc1
    -1	/	/	/
- Cc1cccc(-n2c(O)c(C=Nc3ccc(Br)cn3)c(=O)[nH]c2=O)c1
    20	/	/	/
- CCP(=S)(CC)c1ccc(N(C)C)cc1
    -2	/	/	/
- Cc1cc(N2CCOCC2)ccc1/C=C1\C(=O)NC(=O)N(c2ccccc2)C1=O
    -21	/	/	/
- O=C1NC(=O)C2=Cc3ccc(O)cc3OC2(O)N1 (stereo not given)
    -2	/	/	/
- Cc1ccccc1CN1CCN(C(=O)Cc2ccccc2)CC1
    -7	/	/	/
- COc1ccc(C(=O)c2nc3ccccc3n2C(C)C)cc1
    -26	/	/	/
- CCOC(=O)CSCCOc1ccc(C=C2C(=O)NC(=O)NC2=O)cc1OC
    12	/	/	/
- O=C(CSC1c2ccccc2-c2ccccc21)N/N=C/c1ccc(C(=O)O)cc1
    -1	/	/	/
- NS(=O)(=O)c1ccc(N2CCNCC2)cc1
    -30	/	/	/
- CCOc1ccc(N2C(=O)/C(=C\c3cccs3)C(=O)NC2=S)cc1
    -21	/	/	/
- CCC(=O)c1ccc(OC)c(OC)c1
    1	/	/	/
- Cc1ncc(CN2CCCC(C(=O)c3cccc(OC(C)C)c3)C2)s1 (stereo not given)
    -2	/	/	/
- Cc1ccc(S(=O)(=O)CC(=O)c2cc(C)c(OC(=O)N(C)C)c(C)c2)cc1
    -16	/	/	/

Following part
Letters: A = E-sel TNF inh; B = GALR2 antag; C = Phagocytosis inh; D = NPY-Y2 antag
COc1ccc(-n2c(/C=C3\C(=O)Nc4ccccc43)nc3ccccc3c2=O)cc1
  A: 4	B: /	C: /	D: /

CC(=O)N1CCCSC1=Nc1ccccc1
  A: 23	B: /	C: /	D: /

CC(C)NC(C)C(=O)c1ccc2ccccc2c1 (stereo not given)
  A: 6	B: /	C: /	D: /

OCC#CC[N+]1(CC#Cc2ccccc2)CCOCC1
  A: 2	B: /	C: /	D: /

O=C1NC(=O)C(=Cc2coc3ccccc3c2=O)C(=O)N1
  A: -20	B: /	C: /	D: /

N/C(=N\[N+](=O)[O-])NCCCC(NC(=O)CNC(=O)c1ccccc1)C(=O)O (stereo not given)
  A: 1	B: /	C: /	D: /

CCOC(=O)C1(CCOc2ccccc2)CCN(Cc2ccc(C)s2)CC1
  A: -27	B: /	C: /	D: /

CN1C(=O)C(=Cc2ccc(N(C)C)c([N+](=O)[O-])c2)C(=O)N(C)C1=O
  A: 16	B: /	C: /	D: /

CSc1ccccc1C(=O)C1CCCN(Cc2ccn[nH]2)C1 (stereo not given)
  A: -22	B: /	C: /	D: /

Cc1cc(C(=O)C[N+]23CCN(CC2)CC3)c(C)n1-c1ccc(Br)cc1
  A: -13	B: /	C: /	D: /

Other results follow:
Letters: A = E-sel TNF inh; B = GALR2 antag; C = Phagocytosis inh; D = NPY-Y2 antag
C[N+](C)(C)c1ccccc1
  A: 16	B: /	C: /	D: /

COc1ccc(C)cc1NC1=NCCCS1
  A: 4	B: /	C: /	D: /

CN(C)C(=O)Oc1c(Cl)cc(Cl)c2cccnc12
  A: 74*	B: /	C: /	D: /

O=C1NC(=O)N(Cc2ccccc2)C(=O)/C1=C/c1cnn(-c2ccccc2)c1
  A: -2	B: /	C: /	D: /

Cc1ncc(CN2CCCC(C(=O)c3ccc(C(C)(C)C)cc3)C2)s1 (stereo not given)
  A: 22	B: /	C: /	D: /

O=c1[nH]c(=O)n(Cc2ccccc2Cl)c(O)c1C=Nc1ccc(F)cc1
  A: -57	B: /	C: /	D: /

CCc1ccc(-c2nn(Cc3ccccc3)cc2C=O)cc1
  A: 18	B: /	C: /	D: /

O=c1cccc2n1CC1CC2CN(c2nc(N3CCCCC3)nc(N3CCCCC3)n2)C1 (stereo not given)
  A: -14	B: /	C: /	D: /

Cc1cccc(OCC(=O)N2CCN(Cc3ccc4c(c3)OCO4)CC2)c1
  A: 13	B: /	C: /	D: /

O=C1NC(=O)C(=Cc2ccc(N3CCOCC3)cc2)C(=O)N1
  A: -19	B: /	C: /	D: /

Other structures:
Letters: A = E-sel TNF inh; B = GALR2 antag; C = Phagocytosis inh; D = NPY-Y2 antag
COc1ccc(CN2C(=O)NC(=O)/C(=C\c3cc(OC)c(OC)c(OC)c3)C2=O)cc1
  A: -8	B: /	C: /	D: /

CCOC(=O)C(NC(=O)C(Cc1ccc(N(CCCl)CCCl)cc1)NC(C)=O)C(C)C (stereo not given)
  A: -5	B: /	C: /	D: /

Cc1cc(C=O)c(C)n1C1CC1
  A: -18	B: /	C: /	D: /

COc1ccc(C(=O)C2CCCN(Cc3ccccn3)C2)c(OC)c1 (stereo not given)
  A: -19	B: /	C: /	D: /

CC1=C(C(=O)O)N2C(=O)C(NC(=O)CCCC(=O)O)C2SC1 (stereo not given)
  A: -16	B: /	C: /	D: /

O=C1Nc2ccc(Br)cc2C(c2ccccc2Cl)=NC1O (stereo not given)
  A: -7	B: /	C: /	D: /

Cc1cccc(NC(=O)C(C)N2CC=C(c3ccccc3)CC2)c1 (stereo not given)
  A: -64	B: /	C: /	D: /

O=C(O)CCn1cc(C=C2C(=O)NC(=O)NC2=O)c(-c2cc3ccccc3oc2=O)n1
  A: -1	B: /	C: /	D: /

CCc1ccc(CN2CCN(Cc3cc(Br)ccc3O)CC2)cc1
  A: -18	B: /	C: /	D: /

COc1ccc(N2C(=O)/C(=C/c3cc(C)n(-c4ccc(C)cn4)c3C)C(=O)NC2=S)c(OC)c1
  A: 6	B: /	C: /	D: /

Next section:
Letters: A = E-sel TNF inh; B = GALR2 antag; C = Phagocytosis inh; D = NPY-Y2 antag
CCc1nnc(NS(=O)(=O)c2ccc(N=Cc3c(O)n(-c4ccc(Cl)cc4)c(=O)[nH]c3=O)cc2)s1
  A: 1	B: /	C: /	D: /

CCOC(=O)C(O)(c1ccc(N(C)C(=O)COc2ccccc2)cc1)C(F)(F)F (stereo not given)
  A: /	B: -2	C: /	D: -1

NP(=O)(OCC(F)(F)F)Oc1ccccc1 (stereo not given)
  A: /	B: 3	C: /	D: 4

O=c1cccc2n1CC1CC2CN(Cc2ccc3c(c2)OCO3)C1 (stereo not given)
  A: /	B: -7	C: -1	D: 2

CN=C(SCc1ccccc1)c1c(O)n(C)c(=O)n(C)c1=O
  A: /	B: 4	C: 0	D: 2

CN1CCCC1C(O)(c1ccccc1)c1ccccc1 (stereo not given)
  A: -21	B: 4	C: /	D: 1
